Rtt109 Vps75: inhibitors of Candida albicans Rtt109/Vps75 histone acetyltransferase | 330,000 compounds, 0.16% hits | purified Rtt109/Vps75, ThioGlo CoA-SH fluorescence, 4 h | inhibition, % at 34.9 µM | Q5AAJ8;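 active means inhibition of at least 50% in every replicate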
Target sequence (Q5AAJ8 whole entry, looked up): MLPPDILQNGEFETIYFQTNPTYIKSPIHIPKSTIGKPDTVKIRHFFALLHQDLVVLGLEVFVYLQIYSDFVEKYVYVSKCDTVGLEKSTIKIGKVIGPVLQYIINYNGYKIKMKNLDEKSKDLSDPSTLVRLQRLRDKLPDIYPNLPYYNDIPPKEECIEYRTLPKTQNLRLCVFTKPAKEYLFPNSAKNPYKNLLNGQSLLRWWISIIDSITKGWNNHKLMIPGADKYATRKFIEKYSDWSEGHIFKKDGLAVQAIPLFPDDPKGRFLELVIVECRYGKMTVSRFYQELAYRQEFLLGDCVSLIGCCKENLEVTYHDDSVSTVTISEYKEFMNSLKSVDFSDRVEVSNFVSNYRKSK
CAL PDZ FP: human CAL PDZ-peptide interaction inhibition; Q9HD26; purified CAL PDZ, TMR-peptide fluorescence polarization, 1 h; inhibition, % at 20 µM; 330,000 compounds, 0.02% hits;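 active means highest replicate inhibition of at least 40%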;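 further: plate controls were DMSO neutral control wells for no effect and unlabeled competitor peptide control wells for full effect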
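Assay system – tagged CAL PDZ protein CerCALP, purified · Timing – 1 h at RT · Compound – single point, 20 µM · Measured by – fluorescence polarization from S- and P-plane intensities, G-factor corrected · Evaluation – inhibition from polarization loss · Probe or stimulus – TMR reporter peptide T*-PRC34 · Buffer or medium – pH 7.4 phosphate-saline buffer, reducing agent, detergent, IgG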
PfHsp90 yeast 2: reduces growth (ATP signal) of yeast expressing P. falciparum Hsp90; S. cerevisiae expressing PfHsp90, BacTiter-Glo ATP, 48 h; yeast lacking PDR1 and PDR3 efflux regulators; inhibition, % at 9.4 µM; 310,000 compounds, 0.32% hits;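 active means every replicate shows inhibition above about 80%, whatever the replicate mean, limit read from the data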;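 further: 0% = DMSO neutral controls and 100% = 20 µM radicicol positive controls; yeast relying on Plasmodium falciparum Hsp90 in place of its own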
phage Ecoli inh: E. coli growth loss with phage present | growth absorbance | inhibition, % at 11.9 µM | 360,000 compounds, 0.26% hits; in the data active means inhibition above about 11%
E coli growth: counter-screen for AddAB inhibitors: E. coli growth inhibition; E. coli V3065 growth, OD600 absorbance, 18 h; inhibition, % at 11.9 µM; 330,000 compounds, 0.27% hits;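 active means inhibition above the campaign's mean inhibition across all tested compounds plus 3 SD, cut at about 9.9% in these data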;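 further: uninfected addAB+ strain grown without phage in ampicillin broth; 0% = DMSO wells and 100% = ciprofloxacin 0.95 µg/ml wells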
DAGLB inh: diacylglycerol lipase beta (human) inhibition; Q8NCG7; HEK293T DAGLB membrane lysate, EnzChek fluorogenic substrate; inhibition, % at 5.17 µM; 340,000 compounds, 0.059% hits; AID 504411; in the data active means inhibition above about 34%;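 further: 0% = enzyme with vehicle and 100% = wells lacking enzyme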
Target sequence (Q8NCG7 whole entry, looked up): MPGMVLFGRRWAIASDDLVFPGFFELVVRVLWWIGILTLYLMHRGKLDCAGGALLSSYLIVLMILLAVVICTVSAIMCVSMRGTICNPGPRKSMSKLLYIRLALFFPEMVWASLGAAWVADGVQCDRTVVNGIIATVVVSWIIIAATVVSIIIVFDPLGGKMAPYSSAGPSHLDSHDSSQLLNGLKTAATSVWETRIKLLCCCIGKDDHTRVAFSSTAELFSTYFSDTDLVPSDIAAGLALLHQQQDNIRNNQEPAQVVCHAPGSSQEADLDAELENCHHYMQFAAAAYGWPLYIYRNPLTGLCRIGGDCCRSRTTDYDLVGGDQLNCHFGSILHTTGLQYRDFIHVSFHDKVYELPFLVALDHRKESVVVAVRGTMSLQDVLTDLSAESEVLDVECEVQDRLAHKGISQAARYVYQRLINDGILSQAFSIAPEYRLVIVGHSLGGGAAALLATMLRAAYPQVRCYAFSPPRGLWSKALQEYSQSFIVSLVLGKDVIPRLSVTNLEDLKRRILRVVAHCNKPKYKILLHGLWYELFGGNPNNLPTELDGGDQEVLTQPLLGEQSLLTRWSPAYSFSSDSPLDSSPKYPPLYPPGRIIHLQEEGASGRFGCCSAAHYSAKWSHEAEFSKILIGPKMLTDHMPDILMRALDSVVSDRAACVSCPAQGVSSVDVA
PvdQ inh: P. aeruginosa PvdQ acylase inhibition | purified PvdQ acylase, fluorescence plate reader | 340,000 compounds, 0.063% hits | AID 488965 | inhibition, % at 10 µM; in the data active means inhibition above about 30%, passing the limit was not always enough;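 further: 0% = vehicle neutral wells and 100% = reference inhibitor wells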
AddAB inh: less growth of phage-infected E. coli with AddAB. E. coli expressing H. pylori AddAB, absorbance growth. inhibition, % at 11.9 µM. 330,000 compounds, 0.29% hits. AID 435030; in the data active means inhibition above about 12%;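 further: 0% = vehicle wells of infected cells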
Tat export inh: blocks Tat-dependent protein export in E. coli; E. coli MC4100 TorA-mCherry Tat export, fluorescence; inhibition, % at 10 µM; 340,000 compounds, 0.036% hits; AID 488895;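 active means mean replicate inhibition at least 50% and at least half of replicates individually reaching 50%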;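 further: exported cargo escapes ClpAP degradation while cytoplasmic cargo is degraded and loses fluorescence; 0% = median of neutral control wells and 100% = median of NaSCN control wells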
Wnt act: Wnt/beta-catenin pathway activation | Wnt/beta-catenin reporter cell assay, activator, plate reader | activation, % at 9.35 µM | 300,000 compounds, 1.2% hits | AID 743398; in the data active means activation above about 30%, passing the limit was not always enough;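 further: 0% = neutral control wells and 100% = positive control wells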
* marks the source's active call; other numbers are inactive results; x = not tested or not shown; & = joins results of further samples.

SMILES	Rtt109 Vps75	CAL PDZ FP	PfHsp90 yeast 2	phage Ecoli inh	E coli growth	DAGLB inh	PvdQ inh	AddAB inh	Tat export inh	Wnt act
COc1ccc(N(C(=O)CNC(=O)c2cccs2)C(C(=O)NC2CCCC2)c2cccnc2)cc1 (stereo not given)	-1	-1.2	-7	4.2	-2.2	1	-21	1.2	-2	3
O=C(OCC(=O)N1CCCC1)c1ccc(Cl)nc1	-3	1.0	-10	6.3	1.9	0	-6	1.3	-2	0
O=C(Nc1ccc2c(c1)CCCN2C(=O)c1ccccc1)c1ccccc1Br	7	-1.2	-16	2.0	0.4	0	4	1.7	6	-1
CCCCN1C(=O)c2ccc(C(=O)NC3(C)CCS(=O)(=O)C3)cc2C1=O (stereo not given)	-1	-1.6	-1	6.7	3.1	0	-15	2.8	-2	1
COc1ccc(N2CCCCn3c2nc2c3c(=O)[nH]c(=O)n2C)cc1	0	x	x	2.8	-0.8	-1	0	1.4	-1	-9
N#CC1=C(SCC(=O)NC23CC4CC(CC(C4)C2)C3)NC(=O)C(C#N)C12CCCCC2 (stereo not given)	x	-2.9	-16	0.3	0.6	0	5	0.2	0	2
O=C(NCc1ccccc1Cl)C1(S(=O)(=O)c2ccc(Cl)cc2)CC1	6	-1.7	2	0.7	0.1	-3	0	5.9	7	3
COc1ccc(C(=O)CSc2nn3c(=O)c(C(C)(C)C)nnc3s2)cc1	2	-1.3	11	0.9	1.7	-1	-11	3.2	-5	x
CCOC(Cn1c(-c2ccc(OC)cc2)nc2ccccc21)OCC	2	-1.2	-20	3.2	0.1	-1	-3	1.6	1	10
COc1ccc(-c2nnc(SCC(=O)Nc3ccccc3)n2C)cc1	1	-1.0	13	-0.6	1.1	1	-10	-0.3	-5	x
NC(=O)c1ccc(N2CCN(c3ncc(C(F)(F)F)cc3Cl)CC2)cc1	14	-2.1	12	3.1	-0.5	3	-16	2.2	-2	-2
COC(=O)c1ccccc1-c1ccc(/C=N/NC(N)=O)o1	7	-1.0	3	3.2	1.4	-2	3	-0.3	-3	-2
CCOC(=O)CSc1n[nH]c(NC(=O)c2ccccc2)n1	-10	-0.3	0	3.6	-0.7	-1	-13	1.4	6	-4
CN(Cc1nc(-c2ccc3c(c2)OCO3)no1)CC1(N2CCOCC2)CCCCC1	7	-1.2	x	-5.4	-3.9	-6	-5	2.4	-7	3
Cn1nc(C(=O)Nc2cccc(Cl)c2)cc1C(=O)Nc1cccc(Cl)c1	6	-17	-17	0.1	1.2	-5	-9	2.6	-5	-4
O=[N+]([O-])c1ccccc1S(=O)(=O)NCc1ccc(F)cc1	19	-0.7	-4	5.4	-2.5	x	8	1.9	1	2
O=C1CC(C(=O)Nc2ccc(Br)cc2)C2(CCCC2)O1 (stereo not given)	x	x	x	1.6	-1.7	x	x	1.4	x	-2
CCOC(=O)c1c(C(=O)OCC)c(C)n(Cc2cc(OC)c(OC)c(OC)c2)c1C	17	-0.5	2	-1.9	-1.0	1	-1	2.9	3	0
CCN(c1ccccc1)S(=O)(=O)c1ccc(Cl)c(NC(=O)CN2C(=O)NC3(CCCC3)C2=O)c1	14	-3.2	1	2.4	0.3	-1	-11	2.7	4	-4
CCC(C)(C)NC(=O)C(c1ccc(OC)cc1)N(C(=O)CCC(=O)Nc1cc(C)on1)c1ccc2c(c1)OCO2 (stereo not given)	-4	-0.5	-19	-2.2	-1.3	2	-12	1.7	12	21

Structures shown so far containing an NH in an aromatic ring, in the order listed:
SMILES	Rtt109 Vps75	CAL PDZ FP	PfHsp90 yeast 2	phage Ecoli inh	E coli growth	DAGLB inh	PvdQ inh	AddAB inh	Tat export inh	Wnt act
COc1ccc(N2CCCCn3c2nc2c3c(=O)[nH]c(=O)n2C)cc1	0	x	x	2.8	-0.8	-1	0	1.4	-1	-9
CCOC(=O)CSc1n[nH]c(NC(=O)c2ccccc2)n1	-10	-0.3	0	3.6	-0.7	-1	-13	1.4	6	-4

(continued)
SMILES	Rtt109 Vps75	CAL PDZ FP	PfHsp90 yeast 2	phage Ecoli inh	E coli growth	DAGLB inh	PvdQ inh	AddAB inh	Tat export inh	Wnt act
COc1ccc(-c2cc(C(=O)Nc3ccc4c(c3)OCO4)no2)cc1	-6	-3.5	-3	3.0	-2.5	0	-6	2.1	4	0
CCc1ccc(NC(=O)C(=O)NCC2CCCN2S(=O)(=O)c2cccs2)cc1 (stereo not given)	6	-0.8	x	2.0	1.5	-1	-5	2.1	3	1
COc1ncnc2c1oc1nc(C)c3c(c12)CC(C)(C)OC3	x	x	x	-1.0	0.7	x	x	-0.4	x	-2
CCCCC[n+]1ccn(C2=C([O-])c3ccccc3C(=O)/C2=N\S(=O)(=O)c2ccccc2)c1	-2	-1.6	3	3.2	0.2	6	0	-0.3	-13	-7
CCc1ccccc1N(C(C)=O)c1nc(CN=C=S)cs1	-4	-2.9	10	1.1	2.4	-3	-13	3.1	1	0
CCN1C(=O)C(c2ccc(O)cc2)(c2ccc(O)cc2)c2ccccc21	0	-0.5	-4	0.8	1.4	-2	2	2.5	-10	-1
CCOc1ccccc1-n1c(N)c(C(N)=O)sc1=S	0	-0.8	26	3.7	0.7	-5	7	-0.3	12	-2
CCOC(=O)c1nc(NCCc2ccccc2)sc1C	9	x	-18	2.9	0.0	-12	-2	-2.1	2	7
Cn1c(-c2sccc2OCc2ccccc2)n[nH]c1=S	0	-1.5	2	-0.3	-1.1	1	-12	-0.4	-1	x
Nc1ccccc1NC(=O)c1ccccc1	-8	-1.6	-27	0.2	2.4	-3	5	1.7	-6	28
Fc1ccccc1/C=N/Nc1ccc(Cl)nn1	7	0.2	-18	3.2	0.4	0	2	-0.2	-9	1
Cc1sc2ncnc(N3CCC(C(=O)NNC(=O)COc4cccc(C(F)(F)F)c4)CC3)c2c1C	x	-2.0	-17	3.6	0.4	1	-16	-0.2	6	-4
O=C(O)CN1C(=O)/C(=C\c2ccccc2OCc2ccc(Cl)cc2)SC1=S	6	-4.2	2	-0.2	1.0	9	-8	0.3	19	1
COc1nc(NC2CCCCC2)nc(NC(C)(C)C)n1	-1	-0.8	-6	1.0	-2.3	-5	-9	-4.0	11	1
O=c1cc(CN2CCN(c3ccc(O)cc3)CC2)nc2scc(-c3ccccc3)n12	6	0.2	5	1.7	-1.1	-1	1	0.5	2	-3
Cc1ccc(C)c(C(=O)CSc2nc3ccccc3c(=O)[nH]2)c1	-14	-1.1	-13	4.4	-0.6	-1	0	4.8	-2	1
Nc1ccc(-c2ncc(-c3ccccc3)o2)cc1	14	-0.7	6	-0.4	-0.2	0	0	-0.1	-4	1
Cc1[nH]c2ccccc2c1C(=O)CN1CC(C)CC(C)C1 (stereo not given)	-10	-0.4	-3	3.4	0.4	0	-5	-0.4	0	1
CCOc1cc(NS(=O)(=O)c2ccc(NC(C)=O)cc2)c(OCC)cc1NC(=O)C(C)C	1	-2.0	14	0.5	0.7	0	-8	1.2	-10	x
CC(C)OCc1ccc(C(=O)N2CCN(S(=O)(=O)c3ccc(Br)s3)CC2)cc1	-7	-2.7	6	-0.1	-3.4	-1	-28	-2.1	-2	0
O=c1c(Cc2ccccc2)c(O)ccn1Cc1ccc2c(c1)OCO2	-6	-1.0	6	5.9	3.5	2	0	1.6	1	0
COc1ccc2oc(C(=O)N3CCc4ccccc43)c(C)c2c1	-7	-0.9	37	-1.6	1.9	-9	-5	4.2	6	25
COc1cc(CNCc2ccc(C)cc2)cc(OC)c1OC	51*	0.2	-3	3.1	2.3	0	-1	-0.2	1	0
CCc1ccc2nc(NC(=O)c3ccc(N4C(=O)CCC4=O)cc3)sc2c1	-4	-1.8	-5	0.1	1.3	3	1	1.4	-2	6
Cc1ccc(-c2cnc(NC(=O)CCC(=O)N3CCCCC3)n2C)cc1	0	-0.8	13	2.7	0.6	-1	4	-0.7	1	0
O=C(NNC(=O)C1CC1)c1cc(Br)c(Br)s1	-5	-0.4	25	0.9	-2.4	-1	-10	-0.2	1	0
COc1cnc(-c2ccccn2)nc1Oc1cccc(C(F)(F)F)c1	-17	-1.9	0	-1.9	-4.3	-1	-15	-5.3	-1	-2
O=C(NCCCc1ccccc1)c1cccc(NC(=O)C2CCCCC2)c1	4	2.9	4	3.4	x	-11	8	x	-3	-7
CCOc1ccc(-c2cc(C(=O)N3CCN(C)CC3)c3ccccc3n2)cc1	-11	-1.7	x	3.1	0.9	-1	-14	0.3	-2	x
Cc1cn(-c2cc(C(=O)Nc3ccc(C)c(NC(=O)C(=O)c4c[nH]c5ccccc45)c3)cc(C(F)(F)F)c2)cn1	1	-1.0	-5	1.0&3.3	-0.2	-3&-1	-8	2.6	-3	-2&-21
Cc1ccc(NC(=O)C2CCCN(S(=O)(=O)c3cnc[nH]3)C2)cc1F (stereo not given)	-3	-1.2	-8	4.1	1.1	3	-39	2.3	1	-6
COC(=O)C(C#N)c1nc2ccccc2nc1N1CCCC1 (stereo not given)	-36	0.1	-15	4.5	-1.3	-3	9	1.5	7	x
CCc1ccc(CNC(=O)C2CC(=O)N(C3CCCC3)C2)cc1 (stereo not given)	-10	-1.4	-4	5.6	0.2	2	-6	1.9	-10	0
O=C(COC(=O)C1(c2ccc(Cl)cc2)CCCC1)Nc1ncc(C(F)(F)F)cc1Cl	4	-2.2	-20	2.3	1.2	-13	-15	3.7	13	-2
COc1ccc(Br)cc1C(=O)Nc1ccc(C(=O)NCC(C)C)cc1	6	-1.3	8	4.0	-0.7	2	-3	-0.9	3	-2
CCc1nnc(NC(=O)CSc2nnc(-c3ccco3)n2CC)s1	6	-1.0	20	-0.1	-3.7	1	-10	1.8	-5	x
CCOC(=O)c1c(SC)nc(SC)c2c1CCC2	-9	-0.6	11	3.4	1.0	-4	-16	0.0	-3	x
CCN(CC)C(=O)Cn1cc(S(=O)(=O)CC(=O)NC2CCCCC2)c2ccccc21	1	-5.9	-17	-1.2	2.3	0	-16	0.3	-1	-2
Cc1ccc(C(=O)NC2CCCCCCC2)cc1S(=O)(=O)N1CCOCC1	-4	-2.2	7	0.4	x	-2	-13	x	13	10
CC1CCN(C(=O)NC(=O)c2ccc(Cl)cc2)CC1	1	-0.2	-38	-0.2	0.3	0	2	0.9	-5	1
O=C(CSc1nnc(CCCO)n1-c1ccccc1)Nc1nccs1	0	-0.4	-23	3.8	-0.7	-4	-19	-0.3	2	-2
COc1ccc(C(C)=NNC(=O)c2cccc(S(=O)(=O)N3CCCC3)c2)cc1	1	0.3	-16	1.2	-0.4	2	3	0.2	-5	-3
O=C(COc1ccc(Cl)cc1Cl)N1CCNC1=O	0	-0.2	-4	2.1	1.2	-3	-1	-1.8	2	-6
COc1cc(CN2CCCC(N3CCc4ccccc4C3)C2)c(Cl)cc1O (stereo not given)	3	8.0	-6	3.7	-0.6	2	-9	0.6	7	-3
O=C(CSc1ccccn1)N1CCCC(Nc2ccccc2)C1 (stereo not given)	1	0.3	-6	1.7	x	1	-1	x	-1	-1
COCCCNC(=S)NNC(=O)c1ccoc1C	-6	-1.1	12	3.4	-0.1	-1	-17	1.4	-8	3
CCOC(=O)C(=Cc1ccc(Br)cc1)C(=O)OCC	-3	-1.1	19	0.2	x	-2	2	x	1	5
C1=Nc2ccccc2CN1c1ccccc1	3	-0.4	-1	2.3	1.6	2	1	1.6	6	x
CCc1ccc(NC(=O)COc2ccc(/C=C(/C#N)c3nc4ccccc4[nH]3)cc2OC)cc1	-4	-0.8	3	3.5	0.9	1	-3	1.1	-11	-2
